From PubChem BioAssay
CSM14.1 death rescue: rescue of cells from ER stress-induced death, primary screen, 384-well, CSM14.1, thapsigargin, ATP luminescence (AID 1222). CSM14.1 thapsigargin-induced death rescue, ATP luminescence; higher % means a stronger effect. cellular ATP content (survival), % at 20 µM; hits with a dose series show EC50 in µM. 190,000 tested, under 10 active;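 active means EC50 below 50 µM in the dose-response confirmation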;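 further: death triggered by thapsigargin at about 15 µM added after 2 h compound pretreatment; cell ATP read after overnight thapsigargin exposure of roughly 18 to 22 hours; normalized against plate controls of thapsigargin alone and 5% DMSO vehicle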
b-catenin transl: modulators of beta-catenin nuclear translocation; HeLa beta-catenin nuclear translocation, immunofluorescence imaging; hit rate 0.3% among 190,000; nuclear translocation activity, % at 5 µM;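 active means nuclear translocation activity above 50% at 5 µM, with a well cell count of 50 or more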;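 further: per-cell ratio of nuclear to cytoplasmic median beta-catenin stain intensity; plate controls were DMSO negative control for no effect and GSK-3 inhibitor IX positive control for full effect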
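Read-out: Nuclear/cytoplasmic beta-catenin signal ratio, % activation | Assay system: Human HeLa cell line | Times: 24 h compound exposure at 37°C, 5% CO2 | Signal: Fluorescence imaging of beta-catenin antibody stain plus DAPI | Dosing: 5 µM primary, 0.02–20 µM confirmation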
Hep lipid drop: hepatic lipid droplet formation modulation; hit rate 0.4% among 240,000; AML12 mouse hepatocytes, oleate lipid droplets, BODIPY imaging; inhibition, % at 6.5 µM; AID 1656;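 active means lipid droplet intensity inhibited by at least 50%, with more than 500 cells counted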
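Material – AML12 mouse liver cells · Also added – oleate loading, 100 µM · Compound dosing – 6.5 µM single-point dosing · Times – overnight treatment with compound plus oleate · Measured by – fluorescence imaging, 20x objective, two fields per well · Read-out – percent inhibition of filter-corrected integrated lipid droplet intensity per well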
MT stabilizer: microtubule stabilizers in HeLa cells. HeLa tubulin immunostaining HCS, 24 h; share of cells brighter than vehicle mean+2SD. hit rate 0.83% among 200,000. AID 2205. % tubulin-high responders, % at 10 µM;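 active means plate Z-score above 3 for both tubulin-high and condensed-nucleus cell shares, with cell loss under 80%, at 10 µM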;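 further: anti alpha tubulin signal scored within the nucleus-defined area of each cell; some results filed as inactive read as strong as hits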
WT yeast gro inh: growth inhibition of WT yeast, mitochondrial fusion screen | hit rate 2.1% among 190,000 | mitochondrial fusion phenotypic screen, WT strain | inhibition, % at 10 µM; in the data active means inhibition above about 58%; tested in S. cerevisiae
XIAP antagonists: XIAP antagonists, biochemical, IAP family, fluorescence polarization (AID 1018). XIAP BIR domain, fluorescence polarization peptide displacement; higher % means a stronger effect. displacement, % at 20 µM, or IC50 in µM where a hit was titrated. hit rate 0.007% among 200,000; in the data active means displacement above about 50%; further: a part of the inactive calls stands beside numbers as strong as those of hits
Autophagy HCS: alters autophagy in cells; calls only at 10 µM (by protocol); hit rate 0.98% among 190,000; MEF GFP-LC3 puncta imaging; test concentration mostly 10 µM;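 active means percentage of spot-positive cells more than 3 SD above its plate mean, without a fluorescence outlier flag or 80% toxicity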;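 further: spot-positive cell cutoff set from DMSO-treated cells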
Insulin prom up: MIN6 insulin promoter up-regulation; MIN6 insulin promoter-GFP reporter, high-content imaging; stronger effect = higher value; z-score at 5 µM; hit rate 0.3% among 190,000; AID 1625;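 active means z-score above 3 at 5 µM with at least 500 cells counted in the well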
Dynein transport: blocks dynein driven cargo transport along microtubules; 3617.4 mouse cells, GR-EGFP nuclear translocation imaging; test concentration mostly 20 µM; stimulated with dexamethasone, 1 µM; stronger effect = lower value; z-score, hits read low; hit rate 0.47% among 220,000; AID 1381;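 active means plate z-score of nuclear minus cytoplasmic receptor signal below a set negative limit, without overly bright fluorescence or cell loss, cut at about -3.5 in these data, passing the limit was not always enough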;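 further: z-score of nuclear minus cytoplasmic ring GR-EGFP intensity difference per well; some compounds called inactive have numbers as strong as hits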
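Schedule: 48 h induction, then 1 h compound, then 30 min agonist, 37 °C. Buffer or medium: tetracycline-free induction medium containing charcoal-stripped FBS. Reagent: 1.0 µM final dexamethasone stimulus. Evaluation: nuclear versus cytoplasmic GR-EGFP signal, averaged per well. Signal: high-content fluorescence imaging after fixation.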
WT yeast gro inh mutant strain: second read-out of WT yeast gro inh, no call of its own (marks repeat the call); inhibition, %; mitochondrial fusion phenotypic screen, mutant strain inhibition
Dynein transport cytoplasmic EGFP: further read-out of Dynein transport, marked with its call; z-score; measured here: cytoplasmic GR-EGFP intensity; stronger effect = higher value
Dynein transport nuclear GR-EGFP: recorded beside Dynein transport, whose call it bears; z-score; measured here: nuclear GR-EGFP intensity;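 lower value marks the stronger effect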
Dynein transport cell count: second read-out of Dynein transport, no call of its own (marks repeat the call); z-score; measured here: cell count per field
Insulin prom up cell count: recorded beside Insulin prom up, whose call it bears; cell count; measured here: cytotoxicity, nuclei count;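 total cells summed across four imaged fields per well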
Hep lipid drop cells 6.5 µM: recorded beside Hep lipid drop, whose call it bears; cell count; measured here: cell count, cytotoxicity flag;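 cells counted across two imaged fields per well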
b-catenin transl cell count 5 µM: recorded beside b-catenin transl, whose call it bears; cell count; measured here: cell count, cytotoxicity flag
MT stabilizer Hoechst-high %: further read-out of MT stabilizer, marked with its call; % Hoechst-high responders; measured here: nuclear condensation Hoechst responders;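 share of cells brighter than vehicle mean plus two SD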
MT stabilizer cytotoxicity %: also measured in MT stabilizer; calls as there; toxicity, %; measured here: cytotoxicity by cell density;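 0% = mean cell density of plate MIN control wells and 100% = no cells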
Autophagy HCS cell loss 18 h: also measured in Autophagy HCS; calls as there; toxicity, %; measured here: cell loss, nuclei count;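 cell loss after 18 h compound exposure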
* marks the source's active call; other numbers are inactive results; i = inactive; · = no result given; + = active, no number. Random draw from the library. About 4% of those tested had a hit in this group.

Screens in order – CSM14.1 death rescue	b-catenin transl	b-catenin transl cell count 5 µM	Hep lipid drop	Hep lipid drop cells 6.5 µM	MT stabilizer	MT stabilizer Hoechst-high %	MT stabilizer cytotoxicity %	WT yeast gro inh	WT yeast gro inh mutant strain	XIAP antagonists	Autophagy HCS	Autophagy HCS cell loss 18 h	Insulin prom up	Insulin prom up cell count	Dynein transport	Dynein transport cytoplasmic EGFP	Dynein transport nuclear GR-EGFP	Dynein transport cell count
- O=S(=O)(Nc1ccc2c(c1)OCO2)c1ccccc1
  -1.8%	1.5	1077	6	737	1.0	1.8	12	4	12	-1.5%	i	9	0.59	752	0.32	0.32	0.29	-2
- Cc1cc(C(=O)Nc2ccc(N3CCCC3)c(Cl)c2)ccc1[N+](=O)[O-]
  -1.7%	2.2	1172	-5	510	4.5	2.1	2.3	29	21	-4.4%	i	27	-0.26	1115	-0.34	0.04	0.066	0.41
- Cc1ccc(SC(CC(=O)c2ccc(C)cc2)C(=O)O)cc1 (stereo not drawn)
  0.1%	·	·	-12	753	2.1	1.3	6.2	-15	-3	-6.1%	i	-4	1	753	-0.78	0.051	-0.26	-0.27
- O=C(CSc1nnc(-c2ccccc2)c(-c2ccccc2)n1)N1CCOCC1
  -3.9%	-3.8	1129	-7	698	1.5	1.0	7.3	-2	9	-8.0%	i	-1	0.22	930	0.94	0.35	0.89	-1
- CCOc1ccc(C(=O)Nc2ccc(NC(=O)c3ccco3)c(Cl)c2)cc1Cl
  1.1%	·	·	-7	787	3.0	2.4	4.4	1	7	-4.1%	+	14*	-0.08	945	-0.14	-0.012	0.25	-0.074
- COc1cnc(-c2ccccn2)nc1Sc1ccccc1Cl
  8.3%	·	·	·	·	1.1	1.8	6.1	28	24	-4.1%	i	0	·	·	·	·	·	·
- O=S1(=O)C=C(SCCN2CCCC2)c2ccccc21
  1.4%	-2.1	1143	-5	749	1.5	1.4	7.2	2	10	-18%	i	-16	0.37	969	0.038	-0.27	0.2	0.092
- Cc1cc(C)c(NC(=O)c2ccccc2C(=O)c2ccccc2)c(C)c1
  -2.2%	0.0	1142	-22	692	2.8	2.0	12	-16	-13	-6.5%	i	0	-2.6	1297	0.074	0.15	-0.015	-1.3
- CCOc1ccccc1-c1cc(C(=O)N/N=C/c2ccc(O)c(OC)c2)c2ccccc2n1
  -0.7%	1.4	433	50*	711*	3.7	2.6	8.0	-8	7	1.8%	i	2	-0.09	1057	-0.049	-0.29	-0.27	0.14
- O=C(/C=C\Nc1ccccc1Br)c1ccc2c(c1)OCO2
  -5.4%	-2.1	1059	-5	772	2.8	1.4	2.4	51	50	-11%	i	6	-0.21	1130	0.2	-0.26	0.23	-0.33
- O=C(NC(NC(=O)c1ccccc1)c1ccccc1)c1ccccc1
  -1.8%	-4.1	1251	0	788	2.0	1.9	6.5	-1	12	-0.1%	i	-8	-0.71	1022	1.7	-0.16	0.71	-1.2
- C=CCNC(=O)CN(c1ccc(F)c(Cl)c1)S(C)(=O)=O
  -1.9%	·	·	5	692	4.2	2.1	1.7	8	0	-6.9%	i	-6	0.76	1330	-0.058	-0.27	-0.088	0.59
- COc1cccc(CC(=O)N[C@@H](CCSC)c2nc3ccccc3[nH]2)c1
  0.5%	-0.1	1103	11	670	2.5	1.6	14	-2	6	-2.5%	i	-10	-0.06	1430	1.3	-0.19	0.39	-1.5
- CC(=O)N1CCN(CC(=O)Nc2cc(S(=O)(=O)N3CCOCC3)ccc2C)CC1
  0.4%	1.3	935	0	637	5.0	2.2	11	-5	17	-4.2%	i	-4	-0.5	1177	0.36	-0.24	0.47	-0.22
- COc1ccccc1C(=O)NCC(c1cccnc1)N(C)C (stereo not drawn)
  -2.7%	-6.4	890	·	·	3.5	1.3	2.5	0	3	-2.6%	i	-2	0.34	1222	0.11	-0.25	0.25	0.85
- NS(=O)(=O)c1ccc(NC(=S)NC(=O)c2ccc3c(c2)OCO3)cc1
  -1.3%	-2.5	1077	9	718	0.2	3.4	12	·	·	-3.2%	i	-3	-0.42	1315	0.52	-0.18	1.2	-1.5
- COc1ccc(NC(=O)CN2CCN(c3nc(-c4ccc(F)cc4)cs3)CC2)c(OC)c1
  0.2%	3.8	973	5	736	0.9	0.5	4.1	27	21	-4.0%	i	-7	0.42	1654	1	-0.23	0.91	-0.45
- O=C(CCc1n[nH]c(=O)[nH]c1=O)N/N=C/c1ccc(Br)o1
  0.4%	-0.4	1122	-10	717	6.3	2.0	2.1	0	6	-4.0%	i	-4	-0.49	1218	1.6	-0.28	0.57	-0.89
- CCOC(=O)c1nnc(-c2ccccc2)[nH]c1=O
  -0.3%	-3.0	1104	19	674	2.8	1.3	7.0	7	6	-4.2%	i	-15	0.11	1603	1.6	1.6	1.5	-1.7
- C=CCOC(=O)C1=C(C)Nc2ncnn2C1c1cc(Br)ccc1F (stereo not drawn)
  -1.0%	-0.2	1378	·	·	4.7	2.8	7.7	0	-4	1.2%	i	14	0.12	1576	0.39	-0.46	-0.079	0.71
- O=C(OCc1nnc(-c2ccccc2)o1)c1cc(Cl)ccc1[N+](=O)[O-]
  -1.0%	1.9	999	-9	647	3.9	3.1	19	19	17	-6.0%	i	-7	0.9	1191	1.6	-0.39	2.2	-0.51
- Cc1ccc(-n2c(Cc3cccn3C)nnc2SCC(=O)NCc2ccco2)cc1
  -2.5%	1.4	1405	·	·	7.1	7.1	10	5	-4	-3.5%	i	10	1.4	1202	-0.39	-0.21	-0.17	0.29
- CC(C)Oc1cccc(C(=O)C2CCCN(Cc3cnn(C(C)C)c3)C2)c1 (stereo not drawn)
  1.5%	-0.6	1515	-45	474	2.8	1.6	6.3	0	10	-2.2%	i	22	-0.56	1653	0.27	-0.24	0.24	0.36
- Cc1ccc(S(=O)(=O)/N=S(/C)c2ccccc2)cc1 (stereo not drawn)
  -1.1%	-2.2	1343	·	·	3.2	1.3	8.6	-34	4	-4.9%	i	-3	2.7	1227	-0.24	-0.23	-0.022	0.35
- COc1ccc(/C=C(/CC(=O)Nc2ccccc2)c2nc3ccccc3s2)cc1
  -1.8%	3.5	1057	-13	603	1.8	2.7	5.6	18	4	-0.9%	i	-11	0.11	1456	0.95	-0.17	0.42	-0.43
- CCCCC(CC)C(=O)NCCCN1CCN(CCCNC(=O)C(CC)CCCC)CC1 (stereo not drawn)
  -0.6%	-2.6	1061	·	·	4.3	2.4	12	3	5	-3.1%	i	25	-0.65	1164	0.74	-0.088	1.3	0.43
- COc1ccc(CCn2c(=N)c(C(=O)NCc3ccco3)cc3c(=O)n4cccc(C)c4nc32)cc1
  -1.0%	-1.1	863	·	·	2.8	0.8	17	8	-15	-5.0%	i	17	-1.8	1131	-0.38	-0.14	-0.27	0.12
- N/C(CSc1ncccc1C(F)(F)F)=N\O
  ·	-1.3	1197	1	679	·	·	·	·	·	·	·	·	0.05	1376	-0.96	-0.27	-0.47	0.066
- Cc1oc2ccc(O)cc2c1C(=O)c1ccc([N+](=O)[O-])cc1
  -0.6%	-0.7	491	14	547	1.5	3.6	9.8	14	-6	-1.9%	i	16	-0.08	1279	-0.5	-0.32	-0.61	0.5
- O=C(O)c1cc(N/N=C/C(Cl)=C/c2ccccc2)ccc1Cl
  -1.9%	0.7	1114	14	709	2.5	2.9	4.1	-2	7	-4.5%	i	-12	-0.34	1228	0.047	-0.32	0.25	0.07

3 compounds already listed, arranged by molar mass, ascending:
Screens in order – CSM14.1 death rescue	b-catenin transl	b-catenin transl cell count 5 µM	Hep lipid drop	Hep lipid drop cells 6.5 µM	MT stabilizer	MT stabilizer Hoechst-high %	MT stabilizer cytotoxicity %	WT yeast gro inh	WT yeast gro inh mutant strain	XIAP antagonists	Autophagy HCS	Autophagy HCS cell loss 18 h	Insulin prom up	Insulin prom up cell count	Dynein transport	Dynein transport cytoplasmic EGFP	Dynein transport nuclear GR-EGFP	Dynein transport cell count
- Cc1oc2ccc(O)cc2c1C(=O)c1ccc([N+](=O)[O-])cc1
  -0.6%	-0.7	491	14	547	1.5	3.6	9.8	14	-6	-1.9%	i	16	-0.08	1279	-0.5	-0.32	-0.61	0.5
- O=C(OCc1nnc(-c2ccccc2)o1)c1cc(Cl)ccc1[N+](=O)[O-]
  -1.0%	1.9	999	-9	647	3.9	3.1	19	19	17	-6.0%	i	-7	0.9	1191	1.6	-0.39	2.2	-0.51
- CCCCC(CC)C(=O)NCCCN1CCN(CCCNC(=O)C(CC)CCCC)CC1 (stereo not drawn)
  -0.6%	-2.6	1061	·	·	4.3	2.4	12	3	5	-3.1%	i	25	-0.65	1164	0.74	-0.088	1.3	0.43
